# Assay outcomes from PubChem.
# CSM14.1 death rescue: rescue of cells from ER stress-induced death, primary screen, 384-well, CSM14.1, thapsigargin, ATP luminescence (AID 1222) | 190,000 tested, under 10 active | cellular ATP content (survival), % at 20 µM; hits with a dose series show EC50 in µM | CSM14.1 thapsigargin-induced death rescue, ATP luminescence; higher % means a stronger effect;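 active = EC50 below 50 µM in the dose-response confirmation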;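 note: death triggered by thapsigargin at about 15 µM added after 2 h compound pretreatment; cell ATP read after overnight thapsigargin exposure of roughly 18 to 22 hours; normalized against plate controls of thapsigargin alone and 5% DMSO vehicle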
# PhoP inhibition: inhibitors of PhoP regulon expression, primary screen, Salmonella Typhimurium, GFP reporter (AID 1863) | 300,000 tested, 0.16% active | S. Typhimurium PhoP-regulated promoter GFP reporter, 4 h; higher % means a stronger effect | inhibition, % at 50 µM, or IC50 in µM where a hit was titrated;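 active = inhibition over 29.93%, a cutoff 3 SD above the screen mean, later confirmed by dose response; inconclusive = inhibition over 29.93% but no dose response follow-up; inactive = inhibition at most 29.93% or unconfirmed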;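 note: 0% = low Mg2+ inducing control and 100% = high Mg2+ repressing control; strong numbers were not always called active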
# TNAP activation fold: human TNAP enzyme activators, primary screen, biochemical, luminescent, no phosphate acceptor, uHTS (AID 1001); Alkaline phosphatase, tissue-nonspecific isozyme (Homo sapiens); purified TNAP, luminescent activation assay, no phosphate acceptor; higher activation fold means a stronger effect; activation fold at 20 µM; hits with a dose series show EC50 in µM; 200,000 tested, 0.03% active; in the data active = activation fold from about 3, or a potency from the dose series; inactive = the rest, 99 in 100 with activation fold below about 1.6; note: many of its hits are not listed in these tables
# Ins promoter up: insulin promoter activators in MIN6 cells, imaging, high-content screening, mouse beta cells; MIN6 insulin promoter-GFP reporter; stronger effect = higher value; z-score at 5 µM; 190,000 tested, 0.3% active;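 active = z-score above 3 at 5 µM with at least 500 cells counted in the well; inconclusive = wells under 500 cells, flagged as cytotoxic or low count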
# SV40 large T antigen: SV40 large T antigen inhibitors, biochemical (AID 1903) | SV40 large T antigen ATPase/helicase inhibition assay; higher % means a stronger effect | inhibition, % at 20 µM; hits with a dose series show IC50 in µM | 310,000 tested, 0.39% active; in the data active = a potency from the dose series; inconclusive = inhibition mostly from about 32% at the one dose, without a potency; inactive = the rest, 99 in 100 with inhibition below about 32%; note: strong numbers were not always called active
# human PMI inhibitors: human PMI inhibitors, high substrate, primary screen, biochemical, fluorescence intensity, high mannose 6-phosphate (AID 1220); 190,000 tested, 0.66% active; one-dose inhibition, % at 20 µM; IC50 in µM for titrated hits; recombinant PMI enzyme, coupled fluorescence intensity; higher % means a stronger effect
# West Nile antiviral: West Nile virus antiviral activity, cell-based, CPE readout (AID 1621); West Nile virus-infected cells, CPE inhibition; higher % means a stronger effect; one-dose CPE inhibition, % at 10 µM; IC50 in µM for titrated hits; 290,000 tested, 0.02% active; in the data active = a potency from the dose series; inconclusive = CPE inhibition mostly from about 3.7% at the one dose, without a potency; inactive = the rest, 99 in 100 with CPE inhibition below about 2.2%; note: strong numbers were not always called active
# PMI inhibitors: inhibitors of human PMI, primary screen, biochemical, fluorescence intensity, coupled assay (AID 1209) | purified PMI enzyme, coupled fluorescence intensity; higher % means a stronger effect | inhibition, % at 20 µM, or IC50 in µM where a hit was titrated | 190,000 tested, 0.42% active;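 note: plate controls were DMSO vehicle for no effect and wells lacking substrate for full effect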
# RSV CPE inhibition: RSV antiviral activity via CPE protection, HEp-2 cells, primary 10 µM value included (AID 2391) | HEp-2 cells, RSV-induced CPE inhibition; higher % means a stronger effect | one-dose CPE inhibition, % at 10 µM; IC50 in µM for titrated hits | 310,000 tested, 0.13% active; in the data active = a potency from the dose series; inconclusive = CPE inhibition mostly from about 23% at the one dose, without a potency; inactive = the rest, 99 in 100 with CPE inhibition below about 21%; note: strong numbers were not always called active
# Ins promoter up cell count: also measured in Ins promoter up; calls as there; cell count; measured here: cytotoxicity, nuclei count;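 total cells summed across four imaged fields per well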
# Active calls of the source: *; ? = inconclusive; · = not tested or not shown. Cut-off read from the data, not from the text of the source, unless noted: active = inhibition above about 50%; inactive = the rest.
SMILES,CSM14.1 death rescue,PhoP inhibition,TNAP activation fold,Ins promoter up,Ins promoter up cell count,SV40 large T antigen,human PMI inhibitors,West Nile antiviral,PMI inhibitors,RSV CPE inhibition
CC(C)(C)NC(=O)C1CCN(C(=O)c2ccc(Br)cc2)CC1,0.1%,4%,1.1,-0.56,1366,-5%,-6%,-0.2%,2%,-0.6%
CC(C)COC(=O)CNc1n[nH]c(=S)[nH]c1=O,-3.1%,-8%,1.2,·,·,7%,-57%,0.0%,-39%,-0.5%
COc1ccc(OC)c(C(=O)NC(CC(N)=O)c2ccc(N3CCN(c4ccccn4)CC3)c([N+](=O)[O-])c2)c1 (centres undefined),·,0%,·,·,·,2%,·,0.9%,·,-1.7%
CCOC(=O)N1CCC(NC(=O)c2cc(C(=O)NCc3cccc(Cl)c3)ccc2CO)CC1,-0.6%,4%,1.1,-1.5,842,2%,-7%,0.8%,-2%,9.7%
COc1cc2c(cc1OC)C(C)N(C(=O)Nc1ccc(F)cc1)CC2 (centres undefined),·,-2%,·,·,·,5%,·,1.1%,·,0.6%
O=C(O)CSCNC(=O)CC12CC3CC(CC(C3)C1)C2,-1.1%,10%,1,0.63,1363,10%,-8%,0.4%,-5%,2.4%
O=C(NC(=S)NC1CCCCCCCCCCC1)c1cccnc1,0.8%,1%,0.9,2.1,798,7%,4%,0.1%,10%,0.7%
CCC(=O)Nc1ccc(C(=O)NNC(=O)C2CCCCC2)cc1,·,-3%,·,·,·,12%,·,-0.4%,·,1.0%
CCN(CC)C(=S)SCC(=O)c1ccc(Br)cc1,-1.8%,-3%,0.9,0.15,988,3%,-3%,-1.5%,-3%,14%
C=C(c1ccccc1Cl)[n+]1ccccc1,·,2%,·,·,·,-7%,·,-1.9%,·,1.9%
Clc1ccc(-c2onc3c2CCCC3)cc1,-1.3%,-1%,1,0.09,924,3%,2%,-0.1%,6%,6.2%
C=CCn1cc(C(=O)OCC)c(=O)c2cc(F)c(F)cc21,·,-9%,·,-0.46,1074,3%,·,-0.1%,·,·
COCc1cc(C)nc(SCC(=O)NC2CCCCC2C)c1C#N (centres undefined),·,4%,·,·,·,4%,·,-0.6%,·,2.1%
Cc1cccc(NC(=S)NC2CC3C=CC2C3)c1 (centres undefined),·,1%,·,·,·,10%,·,-0.2%,·,0.7%
CCc1nnc(NC(=O)C(NS(=O)(=O)c2ccc3c(c2)OCCO3)C(C)C)s1 (centres undefined),1.0%,4%,1.1,0.13,1215,14%,2%,-0.5%,0%,2.2%
O=C1OC(Cc2ccccn2)C(=O)C1=C1SCCS1 (centres undefined),-2.9%,8%,1.1,0.03,1359,14%,1%,-0.2%,-2%,1.6%
CCOc1ccc(NC(=O)CN(C)Cc2cc(=O)n3c(-c4ccccc4)csc3n2)cc1OCC,0.3%,-1%,1.1,-0.21,1351,7%,16%,-0.9%,0%,4.0%
COc1ccc(C2C(C(=O)Nc3ccc4c(c3)OCCO4)c3ccccc3C(=O)N2C)cc1 (centres undefined),0.0%,2%,1.1,0.51,956,-2%,-7%,1.8%,1%,1.2%
COc1ccc(-c2cc(C#N)nc(Oc3ccc(Cl)cc3)n2)cc1,-3.4%,18%,1,-0.02,1328,0%,-5%,0.4%,5%,8.0%
CCN(Cc1ccncc1)C(=O)CSc1ccc2ccccc2c1,-0.7%,1%,1.1,0.13,1204,10%,-1%,-1.4%,-14%,4.3%
CCOC(=O)c1sc(NC(=O)/C=C/c2cnn(CC)c2C)c(C(=O)OCC)c1C,-1.8%,9%,1,-2.2,646,1%,12%,0.9%,11%,3.0%
Fc1ccc(-c2csc(=S)[nH]2)cc1,-1.2%,-20%,1,0,1573,15%,-137%,0.3%,-62%,3.7%
CCN(CC)c1ccc(C(=O)OCC(=O)NC2CCCCC2C)cc1 (centres undefined),-0.2%,-7%,1.2,0.68,979,13%,-6%,-0.5%,-3%,1.7%
CNC(=O)CC(C(=O)O)c1ccc(OCC(C)C)cc1 (centres undefined),·,3%,1,0.42,1212,2%,-9%,·,0%,0.9%
COc1cc(/C=N/Nc2ccc(Cl)c(C(=O)O)c2)ccc1OC(=O)c1ccco1,-0.5%,5%,1.1,·,·,15%,-55%,1.3%,-65%,2.3%
# Next part
SMILES,CSM14.1 death rescue,PhoP inhibition,TNAP activation fold,Ins promoter up,Ins promoter up cell count,SV40 large T antigen,human PMI inhibitors,West Nile antiviral,PMI inhibitors,RSV CPE inhibition
Cc1cc(Cl)ccc1OCCNC(=S)NC(=O)c1cccnc1,·,2%,·,·,·,2%,·,-0.5%,·,0.7%
COc1ccc(CN2CCC(Oc3ccc(C(=O)N4CCCCC4)cc3)CC2)cc1C,·,1%,·,·,·,22%,·,-1.0%,·,-0.1%
CCCn1c(=O)c2ccccc2n2c(SCC(=O)NCc3cccs3)nnc12,2.6%,-3%,1.1,-0.24,931,2%,7%,-0.1%,10%,0.5%
NC(=O)c1ccc([N+](=O)[O-])cc1SCc1ccccc1,-2.0%,1%,1.1,-0.29,1761,13%,12%,0.2%,7%,0.7%
CCC(CC)C(=O)c1c[nH]c(C(=O)NCc2ccncc2)c1,0.0%,4%,1,0.08,1307,0%,-3%,-0.2%,1%,3.1%
O=C(CC1SC(=Nc2ccccc2)N(CCO)C1=O)Nc1ccccc1 (centres undefined),-2.3%,-3%,1,0.83,1477,0%,8%,-0.6%,12%,1.2%
CCSc1n[nH]c2nc3c(c(=O)n12)C1(CCCC1)Cc1ccccc1-3,1.7%,-6%,1,-0.13,1702,2%,-30%,0.2%,-11%,0.5%
S=c1[nH]c2ccc(Cl)cc2s1,·,4%,·,0.82,1392,20%,·,0.0%,·,4.5%
CC(C)(C)SCCNC(=O)/C=C/c1ccc(F)cc1,-0.9%,1%,1.2,0.11,1361,3%,5%,-0.6%,9%,2.2%
Cc1ccc(NC(=O)CSc2nc3ccccc3c(=O)n2CCCN2CCCCC2)cc1C,0.5%,-16%,1.3,-1.1,835,13%,14%,-2.6%,14%,?
CC(Sc1nc(-c2ccccc2)cc(C(F)(F)F)n1)C(=O)NCc1ccco1 (centres undefined),-2.1%,-4%,1.1,-0.22,904,6%,-2%,-0.9%,4%,2.1%
CCCCC(=O)Nc1sc2c(c1C#N)CC(C)(C)OC2,18%,-4%,1.1,-0.37,1256,15%,-3%,-0.3%,-4%,2.4%
NC(=O)COC(=O)c1cc(-c2cccs2)nn1-c1ccccc1,-1.7%,3%,1,0.09,1455,9%,12%,-0.5%,9%,1.3%
CCCCNC(=O)CSc1nc2ccccc2c(=O)n1Cc1ccc2c(c1)OCO2,-1.0%,15%,1.1,·,·,-2%,0%,-0.2%,4%,1.8%
CC(C)(C)n1[nH]c2c3c(ccc2c1=O)C(=O)c1ccccc1C3=O,-4.3%,3%,1.1,-0.46,858,4%,25%,-0.8%,28%,2.0%
O=C(c1ccc2c(c1)OCO2)N1CCN=C1SCc1cccnc1,3.6%,12%,1.2,0.1,700,5%,-2%,-0.3%,4%,1.1%
CCOC(=O)c1sc2ncn(/N=C/N(C)C)c(=O)c2c1C,·,13%,1.1,0.32,1280,8%,-1%,0.2%,2%,1.6%
COc1ccc(N2C(=O)C3C4C=CC(CC4)C3C2=O)c([N+](=O)[O-])c1 (centres undefined),0.1%,3%,1,-0.28,1364,-3%,7%,-0.3%,1%,-1.0%
Cc1cc(N/N=C/c2ccc3c(c2)OCO3)nc2ccccc12,·,12%,·,-1.7,1013,9%,·,-0.2%,·,22%
CCOc1ccc2nc(NC(NC(C)=O)(C(=O)OC)C(F)(F)F)sc2c1 (centres undefined),1.1%,1%,1,·,·,6%,16%,0.4%,10%,1.1%
O=[N+]([O-])c1ccc(/C=N/n2c(CO)nc3ccccc32)s1,-0.8%,-21%,1,-1.4,674,0%,-4%,-0.9%,0%,4.6%
CC1CCN(S(=O)(=O)c2cccc(C(=O)O)c2)CC1,-1.2%,4%,1.2,·,·,9%,-6%,1.1%,-2%,·
Cc1ccccc1/C=N/n1c(-c2ccccn2)n[nH]c1=S,·,-6%,·,-1.2,1142,26%,·,0.7%,·,·
CC(C)C(C(=O)NCc1ccco1)N(Cc1ccco1)C(=O)CNS(=O)(=O)c1ccccc1 (centres undefined),·,-4%,·,·,·,9%,·,-0.4%,·,4.5%
N#Cc1ccc(COC(=O)c2ccccn2)cc1,0.3%,-3%,1.1,0.28,1147,4%,-1%,0.2%,0%,0.2%
# Remaining list, next part
SMILES,CSM14.1 death rescue,PhoP inhibition,TNAP activation fold,Ins promoter up,Ins promoter up cell count,SV40 large T antigen,human PMI inhibitors,West Nile antiviral,PMI inhibitors,RSV CPE inhibition
COCCNc1nc2nonc2nc1NC(C)c1ccccc1Cl (centres undefined),-1.4%,8%,1.1,-0.72,1332,10%,2%,-0.2%,4%,5.3%
CCOC(=O)c1ccc(NC(=O)C2(c3ccc(Cl)cc3)CCCC2)cc1,0.4%,14%,1,·,·,9%,16%,-0.1%,24%,0.8%
O=C1N/C(=N\N=C\c2cccs2)SC1Cc1ccc(Cl)cc1Cl (centres undefined),-1.5%,10%,1.1,0.14,1548,8%,-3%,?,7%,2.2%
Cc1nc2cncc(Br)c2n1C,0.4%,7%,1.1,-0.29,1660,23%,-2%,0.0%,-12%,5.4%
O=S(=O)(Nc1ncccn1)c1ccc(Nc2ncnc3ccccc23)cc1,0.4%,-8%,1.1,·,·,11%,11%,-0.4%,12%,-1.3%
CC(C)Oc1ccc(C(=O)NCc2ccco2)cc1,1.9%,4%,1.1,0.23,1181,4%,0%,0.1%,7%,0.8%
CCc1nnc(NC(=O)c2ncc(Cl)c(Cl)c2Cl)s1,·,-1%,·,·,·,10%,·,0.2%,·,1.3%
COc1ccc(OC)c(S(=O)(=O)Nc2ccc(F)cc2)c1,1.2%,0%,1.1,1.3,827,15%,10%,-0.6%,10%,1.9%
CCC(C)(C)NC(=O)C(c1ccc(OC)cc1)N(C(=O)CCC(=O)Nc1cc(C)on1)c1ccc2c(c1)OCCO2 (centres undefined),·,4%,·,·,·,5%,·,-0.6%,·,2.3%
CC(C)NS(=O)(=O)c1ccc(OCC(=O)Nc2ccc3c(c2)OCO3)cc1,-2.1%,-11%,1.1,·,·,10%,-16%,-0.7%,-13%,-0.9%
Cc1c(Cl)cccc1N1C(=O)c2ccccc2C1=O,·,26%,1.1,-0.26,1243,·,7%,·,9%,0.6%
O=C(NC1CCCCCCC1)C1CCN(S(=O)(=O)N2CCCC2)CC1,-2.5%,-13%,1.1,-0.3,1289,6%,-1%,-0.6%,2%,-1.5%
